Screens deposited in PubChem by several laboratories.
ARFGAP1 inh: inhibits rat ARF GTPase activating protein 1; Q62848; Arfgap1-stimulated ARF1 GTP hydrolysis, GDP FP detection; inhibition, % at 16.5 µM; actives 0.26% (n = 360,000); AID 651572;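 active = inhibition above a per-plate limit, mean inhibition of low control wells plus 3 SD, cut at about 25% in these data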;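 also: 0% = DMSO wells with enzyme and 100% = wells lacking Arfgap1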
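Material: rat Arfgap1 catalytic domain, aa 1-136; also added: human ARF1(Δ1-17)-GTP substrate; compound dosing: one concentration, 16.5 µM, DMSO 1.26%; incubation: GTP hydrolysis reaction 2 h at 25 °C; measured by: Tracer-displacement fluorescence polarization with EDTA stop, 620/688 nm; evaluation: % inhibition from polarization; repeats: one replicate per compound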
mABHD4 FP: ABHD4 (mouse) inhibition, primary FP screen | Q8VD66 | purified mABHD4, FP-Rh probe fluorescence polarization | inhibition, % at 8.92 µM | actives 0.54% (n = 370,000) | AID 720543;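 active = inhibition exceeding the mean over every tested compound plus 3 SD, cut at about 30% in these data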;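 also: 0% = plate median of compound wells and 100% = S159A mutant with DMSO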
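Assay system: mouse ABHD4 enzyme, wild type / Also added: fluorescent activity-based probe FP-Rh / Doses: single nominal dose of 8.92 µM, 0.89% DMSO final / Timing: 45 min compound pre-incubation plus 60 min probe step, 25 °C / Signal: FP readout, ex 525 nm / em 598 nm / Control set: S159A mutant/DMSO as 100%, compound-well median as 0%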
NPR2 activator: GC-B (human) receptor activation | P20594 | HEK293-GC-B cells, CNP EC30, cGMP TR-FRET; 0% at EC30 CNP, 100% saturating CNP | activation, % at 10 µM | actives 0.11% (n = 370,000);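 active = activation at 10 µM reaching about 35% in either raw or pattern-adjusted values, limit read from the data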
rCAG RNA binder: r(CAG) repeat RNA binding; inhibition, % at 3 µM; AID 651821; actives 1.3% (n = 370,000); TO-PRO-1 dye displacement fluorescence;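 active = inhibition above the plate cutoff, the mean of all test compounds on that plate plus 3 SD, cut at about 35% in these data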;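 also: 0% = DMSO alone and 100% = 100 µM mitoxantrone as full dye displacement; higher means more dye released from RNA so lower well fluorescence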
GC-A act: GC-A (human) enzyme activation; HEK293 GC-A cells, cGMP TR-FRET, EC30 ANP; 0% at EC30 ANP, 100% saturating ANP; actives 0.14% (n = 370,000); activation, % at 10 µM; AID 1671463; P16066; in the data active = activation above about 40%
HTRA1 inhibitor: inhibitors of human serine peptidase HTRA1 | recombinant HTRA1, FP-rhodamine activity-based probe, fluorescence polarization | AID 504803 | actives 0.5% (n = 340,000) | Q92743 | inhibition, % at 5.96 µM; in the data active = inhibition above about 36%;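 also: 0% = enzyme with DMSO and 100% = wells lacking enzyme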
Target sequence (Q92743 whole entry, looked up): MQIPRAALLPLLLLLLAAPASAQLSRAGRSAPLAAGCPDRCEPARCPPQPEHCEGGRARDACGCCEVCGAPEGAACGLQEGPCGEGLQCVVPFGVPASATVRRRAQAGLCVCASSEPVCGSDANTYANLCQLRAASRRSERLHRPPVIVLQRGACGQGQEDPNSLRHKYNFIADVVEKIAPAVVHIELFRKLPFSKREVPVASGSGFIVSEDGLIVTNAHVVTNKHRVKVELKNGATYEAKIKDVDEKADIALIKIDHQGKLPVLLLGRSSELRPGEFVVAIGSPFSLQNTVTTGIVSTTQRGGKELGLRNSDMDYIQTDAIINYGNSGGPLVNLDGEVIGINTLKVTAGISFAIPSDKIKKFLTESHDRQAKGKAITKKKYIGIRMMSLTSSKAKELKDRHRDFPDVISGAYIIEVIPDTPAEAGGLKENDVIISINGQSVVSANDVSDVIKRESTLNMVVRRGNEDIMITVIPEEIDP
NR1D1 modulator: modulators of human Rev-erb alpha DNA binding. Rev-erbα–FITC-DNA binding, fluorescence polarization, 90 min. activity, % at 10 µM. actives 0.79% (n = 370,000). AID 1259318;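 active = activity above about 14%, limit read from the data; passing the limit was not always enough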;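 also: 0% = DMSO wells with 35 nM protein and 100% = DMSO wells with 750 nM protein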
SMARCA2 act: SMARCA2 function activation, primary screen; AID 652017; MG213 cells, MMTV-luciferase reporter, dexamethasone, overnight; activation, % at 9.1 µM; actives 1% (n = 370,000); in the data active = activation above about 7.8%;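 also: 0% = vehicle wells and 100% = reference activator wells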
PG9 binder: binds the HIV-1 gp120 antibody PG9. TR-FRET gp120-PG9 antibody binding. inhibition, % at 6.7 µM. actives 0.43% (n = 360,000). AID 624416; in the data active = inhibition above about 8.5%
ASAP1 GAP inh: ASAP1 ArfGAP inhibition. AID 624377. inhibition, % at 16.5 µM. actives 0.19% (n = 360,000). ASAP1-stimulated ARF1 GTP hydrolysis, GDP FP detection. Q9ULH1; in the data active = inhibition above about 25%;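 also: 0% = vehicle with enzyme and substrate and 100% = no enzyme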
Target sequence (Q9ULH1 325-724 limits assumed): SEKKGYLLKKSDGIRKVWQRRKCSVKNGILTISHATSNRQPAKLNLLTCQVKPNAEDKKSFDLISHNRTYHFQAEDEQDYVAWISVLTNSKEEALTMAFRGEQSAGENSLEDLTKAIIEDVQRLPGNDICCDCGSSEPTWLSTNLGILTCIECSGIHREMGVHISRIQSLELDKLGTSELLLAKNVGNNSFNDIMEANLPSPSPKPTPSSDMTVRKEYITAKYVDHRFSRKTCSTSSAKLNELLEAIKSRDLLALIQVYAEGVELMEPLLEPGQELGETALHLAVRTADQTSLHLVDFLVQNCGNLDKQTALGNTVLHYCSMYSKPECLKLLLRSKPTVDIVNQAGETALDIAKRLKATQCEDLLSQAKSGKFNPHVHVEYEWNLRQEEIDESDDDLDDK
The depositor's hits bear a star; · = not tested or not shown.

SMILES	ARFGAP1 inh	mABHD4 FP	NPR2 activator	rCAG RNA binder	GC-A act	HTRA1 inhibitor	NR1D1 modulator	SMARCA2 act	PG9 binder	ASAP1 GAP inh
COC(=O)[C@@H]1C[C@H]2CC[C@H](O)C[C@H]2N1Cc1ccc(C(F)(F)F)cc1	6	-2	-2	-7	-1	-2	-4	3	-1.5	-1
COc1ccc(N(CC(=O)NCCSCc2ccco2)S(=O)(=O)c2ccccc2)cc1	-7	-3	-8	-3	-11	-9	2	2	-2.3	-8
CCc1ccc(-c2cc3c(=O)n(CC(=O)N4CCCCCC4)nc(C)n3n2)cc1	-6	2	-2	-2	6	3	8	-3	-0.8	-3
O=C(NCc1ccccn1)C1Nc2ccc(C(F)(F)F)cc2C2C=CCC12 (configuration not stated)	5	32*	-7	28	-2	45*	-1	1	1.1	11
N#Cc1ccsc1NC(=O)CN1CCN(Cc2ccccc2)CC1	15	0	-12	7	-3	0	1	-5	1.5	-7
CCOc1ccc2ccccc2c1/C=N/NC(=O)CNC(=O)Cc1ccccc1	7	-13	-4	2	-4	-6	4	-3	-2.8	5
COc1ccc(CN(C(=O)CNC(=O)c2ccco2)C(C(=O)NCC2CCCO2)c2ccc(OC)c(OC)c2)cc1 (configuration not stated)	1	5	-2	-6	5	2	2	-1	0.0	-3
O=C(CCCc1ccccc1)Nc1cccc(C(=O)O)c1	5	1	5	-3	4	-1	-3	8.2*	-1.0	4
Cc1ccc(CN2CCN(C(=O)c3ccncc3)CC2)cc1	-1	17	-1	-4	6	4	2	0	-0.7	-2
Cc1nn(Cc2c(Cl)cccc2Cl)c(C)c1NC(=O)CCCn1nc(C)c([N+](=O)[O-])c1C	10	1	1	-5	-6	3	0	-4	0.1	-3
CCOCCn1c(CN2CCN(CCO)CC2)nc2c1c(=O)n(C)c(=O)n2C	6	-6	-4	3	-5	1	-1	-3	-1.3	4
CCOC(=O)N1CCN(C(=O)CSc2nc3ccccc3c(=O)n2-c2ccccc2)CC1	1	-4	1	-3	-6	-1	-3	0	-0.1	-8
CC12CCC(=O)N1C(C(=O)Nc1ccccc1F)CS2 (configuration not stated)	-3	-3	-2	-4	0	6	-7	-2	2.7	-5
O=[N+]([O-])c1ccc(N2CCCCCC2)c([N+](=O)[O-])c1	0	-1	1	-2	6	0	0	-3	1.6	13
CNc1nc2ccccc2n1/N=C/c1cccc(OC)c1OC	-9	4	34	4	15	-6	-4	-2	1.4	-4
Fc1ccccc1CSc1nnc2ccc(-c3ccncc3)nn12	-14	-5	0	-5	7	0	-2	0	2.7	-1
C=CCn1c(C)nnc1SCC(=O)NC1CC1	5	-3	-1	2	3	10	-2	1	-1.0	3
CCOC(=O)Cn1c(C)[n+](C)c2cc(Cl)c(Cl)cc21	12	-1	6	-3	-4	8	2	-1	-1.1	7
CCOc1ccc(S(=O)(=O)N(C)c2ccc(OCC(=O)Nc3nccs3)cc2)cc1	3	-5	-1	2	0	-19	-6	-2	-1.1	-4
CCCn1nnc(NC(=O)/C=C/c2cc(Br)ccc2OC)n1	0	-3	5	5	9	0	4	2	-0.4	-9

A draw from above in order of SMILES length, lowest first:
SMILES	ARFGAP1 inh	mABHD4 FP	NPR2 activator	rCAG RNA binder	GC-A act	HTRA1 inhibitor	NR1D1 modulator	SMARCA2 act	PG9 binder	ASAP1 GAP inh
C=CCn1c(C)nnc1SCC(=O)NC1CC1	5	-3	-1	2	3	10	-2	1	-1.0	3
O=C(CCCc1ccccc1)Nc1cccc(C(=O)O)c1	5	1	5	-3	4	-1	-3	8.2*	-1.0	4
CC12CCC(=O)N1C(C(=O)Nc1ccccc1F)CS2 (configuration not stated)	-3	-3	-2	-4	0	6	-7	-2	2.7	-5
Fc1ccccc1CSc1nnc2ccc(-c3ccncc3)nn12	-14	-5	0	-5	7	0	-2	0	2.7	-1
N#Cc1ccsc1NC(=O)CN1CCN(Cc2ccccc2)CC1	15	0	-12	7	-3	0	1	-5	1.5	-7
CCCn1nnc(NC(=O)/C=C/c2cc(Br)ccc2OC)n1	0	-3	5	5	9	0	4	2	-0.4	-9
CCOC(=O)Cn1c(C)[n+](C)c2cc(Cl)c(Cl)cc21	12	-1	6	-3	-4	8	2	-1	-1.1	7
CCOc1ccc2ccccc2c1/C=N/NC(=O)CNC(=O)Cc1ccccc1	7	-13	-4	2	-4	-6	4	-3	-2.8	5
O=[N+]([O-])c1ccc(N2CCCCCC2)c([N+](=O)[O-])c1	0	-1	1	-2	6	0	0	-3	1.6	13
CCOCCn1c(CN2CCN(CCO)CC2)nc2c1c(=O)n(C)c(=O)n2C	6	-6	-4	3	-5	1	-1	-3	-1.3	4
CCc1ccc(-c2cc3c(=O)n(CC(=O)N4CCCCCC4)nc(C)n3n2)cc1	-6	2	-2	-2	6	3	8	-3	-0.8	-3
CCOc1ccc(S(=O)(=O)N(C)c2ccc(OCC(=O)Nc3nccs3)cc2)cc1	3	-5	-1	2	0	-19	-6	-2	-1.1	-4
CCOC(=O)N1CCN(C(=O)CSc2nc3ccccc3c(=O)n2-c2ccccc2)CC1	1	-4	1	-3	-6	-1	-3	0	-0.1	-8
Cc1nn(Cc2c(Cl)cccc2Cl)c(C)c1NC(=O)CCCn1nc(C)c([N+](=O)[O-])c1C	10	1	1	-5	-6	3	0	-4	0.1	-3
COc1ccc(CN(C(=O)CNC(=O)c2ccco2)C(C(=O)NCC2CCCO2)c2ccc(OC)c(OC)c2)cc1 (configuration not stated)	1	5	-2	-6	5	2	2	-1	0.0	-3

(list continues)
SMILES	ARFGAP1 inh	mABHD4 FP	NPR2 activator	rCAG RNA binder	GC-A act	HTRA1 inhibitor	NR1D1 modulator	SMARCA2 act	PG9 binder	ASAP1 GAP inh
COc1ccc(C(CNC(=O)C2CC(=O)N(Cc3ccccc3)C2)N2CCOCC2)cc1 (configuration not stated)	-8	-2	3	-1	-1	-7	0	-2	0.7	-9
O=c1[nH]nc(-c2ccc(F)cc2)cc1Cc1ccc(F)cc1	1	3	-3	0	0	-17	-4	2	-2.1	12
Cc1ccc(S(=O)(=O)N2CCCCC2)cc1NC(=O)Cc1cccs1	4	-6	0	4	-2	-13	-2	4	-3.0	-8
COc1ccc(NC(=O)c2cc(-c3ccc(F)cc3OC)n[nH]2)c(OC)c1	13	7	1	2	3	·	-1	-5	1.0	5
CC(C)Cc1nc(Nc2ccc(S(=O)(=O)N3CCCC3)cc2)c2nnn(Cc3ccccc3)c2n1	-6	-1	2	3	-5	-13	5	3	-1.5	-2
O=C(NNc1ccccc1)C(=O)N1CCCCC1	-4	4	2	-1	0	0	-4	5	-1.9	1
Cc1ccccc1Nc1nc(N)nc(CN(C)c2ccccc2)n1	-12	-1	5	-3	0	-5	-1	0	-2.2	-6
Cc1c(C=O)c2ccccn2c1C(=O)c1ccccc1	-1	-4	-8	0	-13	-2	-1	2	-2.4	-12
O=C(OCC(=O)N1CCOCC1)c1cnc(Cl)c(Cl)c1	0	-2	2	1	-1	-2	-5	-2	-0.5	0
COC(=O)C1=C(C)N(C)C(=NCc2ccccc2)NC1c1ccc(F)cc1 (configuration not stated)	-7	2	-7	9	-7	·	-5	-6	-0.8	-4
OCCNc1nc2ccccc2n1-c1ncnc2sc3c(c12)CCC3	1	-1	-9	8	-4	-8	-3	0	-3.2	1
CCCNC(=O)c1c(CSc2ccc(Cl)cc2)noc1C(=O)NCc1ccccc1	5	-2	-2	-1	0	-62	5	1	-0.4	1
Cc1ccc(C)c2c1CCC(=Cc1ccccc1[N+](=O)[O-])C2=O	-2	-3	1	3	-4	-24	2	-2	0.8	7
Cc1cc(C)cc(C(=O)NC(=S)Nc2cccnc2)c1	6	0	-4	-4	-3	-11	-5	1	-2.1	16
CCC(C(=O)NCc1ccc(F)cc1)N(Cc1ccco1)C(=O)c1snc(C(N)=O)c1N (configuration not stated)	4	-4	-13	-3	-33	-13	-1	0	0.4	4
O=c1[nH]n(-c2cccc(Cl)c2)c2ncccc12	0	6	1	5	4	3	-2	-1	-2.2	7
COc1ccc(Oc2ccc(NC(=O)c3ccccc3C)cc2)cc1	11	-18	0	1	-2	-12	-5	1	0.6	2
COCC(=O)N1CCC(Oc2ccc(C(=O)NCCc3ncccc3C)cc2)CC1	-11	-8	5	-4	-1	6	-5	1	0.0	-3
O=C(O)c1ccccc1C(=O)Nc1ccc(S(=O)(=O)Nc2ccc(F)cc2)cc1	-3	2	4	2	2	0	2	-1	0.9	-9
NC(=O)CSc1nnc(-c2ccc(S(=O)(=O)N3CCCC3)cc2)n1CC1CCCO1 (configuration not stated)	-3	0	6	-4	3	1	-1	-2	0.6	1
O=C(Cc1ccc(-n2cccc2)cc1)NCc1ccccc1Cl	-4	-6	8	0	-2	-5	-2	0	-0.9	0
COC(=O)[C@]1(C)N[C@H](CN(C)C(=O)Nc2ccc(OC)cc2)[C@@H]2C(=O)N(C)C(=O)[C@@H]21	7	3	-3	0	5	6	-1	0	-0.2	2
O=C(COC(=O)/C=C/c1cccs1)Nc1nc(-c2ccccc2)cs1	-2	-4	-5	3	21	-1	0	5	0.4	0
CN1CCN(S(=O)(=O)c2cccc(S(=O)(=O)c3cccc(S(=O)(=O)N4CCN(C)CC4)c3)c2)CC1	-4	0	-4	1	2	3	-2	-2	-1.4	-14
COC(=O)c1ccc(C(=O)OC)c(NC(=O)CN(c2ccc3c(c2)OCO3)S(C)(=O)=O)c1	-9	2	-10	-1	3	-2	-2	-1	0.4	-8
Cc1c(Cl)cccc1NC(=O)CSc1ccc(-c2cccnc2)nn1	-5	-9	0	1	2	-5	-5	-1	-1.5	-14
CC#CCNCc1ccccc1	-1	2	-2	2	4	1	4	3	1.0	-3
COC(=O)C1=C(CCc2ccccc2)NC(=O)NC1c1ccc(Cl)cc1 (configuration not stated)	4	2	-8	3	-4	-36	3	-2	-0.7	-2
CCn1c(SCC(=O)Nc2ccc3c(c2)n(C)c(=O)n3C)nnc1-c1ccncc1	-8	1	2	-9	3	3	-2	-2	-0.2	-12
